Bioassay records (PubChem)
a7 integrin act: integrin-mediated muscular dystrophy alleviation activation; alpha7betagal myoblasts, beta-gal FDG fluorescence, 48 h; Potency, µM (titrated, usually from 38.3 µM), for inactives: at the highest dose activation, hits mostly activators; 0.064% of 350,000 active;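 note: potency is the fitted concentration of half-maximal effect; 100% = response of the positive control SU9516; nearly all actives have a fitted effect of over 60% in size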
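Alpha7betagal+/- myoblasts (passage 13) were plated 16-24 hr, then exposed to compounds (1:260 dilution of DMSO stock) for 48 hours at 37C. After MPER lysis, β-galactosidase reporter activity was read as FDG fluorescence (ex 480/em 540) after 30 minutes.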
Tb PFK block: inhibitors of T. brucei phosphofructokinase | T. brucei PFK, ADP-Glo luminescence | Potency, µM (top dose mostly 57.5 µM), for inactives: at the top dose activity, negative = inhibition, usual class: inhibitors | 0.17% of 330,000 active;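 note: potency is the fitted concentration of half-maximal effect; 0% = uninhibited 1x PFK enzyme wells and -100% = no-enzyme wells; nearly all actives have a fitted effect of over 60% in size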
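PFK 1.25 nM, F6P 0.5 mM, ATP 0.1 mM, 0.1 M TEA pH 8.0, 5 mM MgCl2, 0.01% Tween20, 0.1% BSA; 45 min RT. ADP-Glo readout. qHTS titration up to 57 uM; curves fitted, compounds curve-classed.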
Coupling enz: coupling enzyme interference in Giardia aldolase counter-screen; coupling enzyme system counterscreen, AmpLite Red fluorescence; activity change, negative = inhibition, % at 58.2 µM, hits read low; 0.67% of 290,000 active; in the data active = activity change below about -30%; note: % is set by controls: 0 for no effect and ±100 for the full control effect
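Coupling enzymes only (glyceraldehyde-3-phosphate) + compound, at 57.5 uM final, 10 min RT; add substrate/coupling/AmpLite Red mix, 20 min RT; fluorescence ex 525/em 598 nm. Actives flag coupling-system interference.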
Chronic BCR inh: blocks chronic active B-cell receptor signaling | ABC-DLBCL IkBa-CBG/CBR reporter, luminescence ratio, 4 h | Potency, µM (top dose mostly 46.1 µM), inactives show at the top dose ratio change, negative = lower green/red ratio, hits mostly inhibitors | 0.05% of 340,000 active; active = well fitted inhibition curve with a large enough effect in the signal ratio, with a control signal flat, not every such curve was filed as active; inconclusive = small, poorly fitted or top-dose-only effect, or effect the other way, or a change in a side signal; the % refers to the signal ratio;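 note: potency is the fitted concentration of half-maximal effect; plate controls were basal doxycycline-induced cells for no effect and cells given 10 µM MG132 for full effect; MG132 reads +100%, hits lower the ratio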
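TMD8 ABC-DLBCL cells carrying doxycycline-inducible green luciferase fused to IkappaBalpha plus unfused red luciferase were exposed to compounds (up to 46 uM) for 4 hrs at 37C. Activity came from the overlap-corrected green/red luminescence ratio.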
Menin-MLL TR inh: inhibitors of human menin-MLL interaction, mutant MLL peptide; 0.23% of 270,000 active; O00255; Menin + Texas Red MLL mutant peptide, fluorescence polarization; Potency, µM (top dose mostly 61.6 µM), for inactives: at the highest dose FP activity change, negative = inhibition, hits mostly inhibitors; AID 1768; active = well fitted inhibition curve with a large enough effect in the polarisation, with a control signal flat, not every such curve was filed as active; inconclusive = small, poorly fitted or top-dose-only effect, or effect the other way, or a change in a side signal; inactive = no such curve, though single readings can be large or run the other way; the % refers to the polarisation; note: potency is the fitted concentration of half-maximal effect; % of control where 0% means no effect; many of its hits are not listed in these tables
Target sequence (O00255 whole entry, looked up): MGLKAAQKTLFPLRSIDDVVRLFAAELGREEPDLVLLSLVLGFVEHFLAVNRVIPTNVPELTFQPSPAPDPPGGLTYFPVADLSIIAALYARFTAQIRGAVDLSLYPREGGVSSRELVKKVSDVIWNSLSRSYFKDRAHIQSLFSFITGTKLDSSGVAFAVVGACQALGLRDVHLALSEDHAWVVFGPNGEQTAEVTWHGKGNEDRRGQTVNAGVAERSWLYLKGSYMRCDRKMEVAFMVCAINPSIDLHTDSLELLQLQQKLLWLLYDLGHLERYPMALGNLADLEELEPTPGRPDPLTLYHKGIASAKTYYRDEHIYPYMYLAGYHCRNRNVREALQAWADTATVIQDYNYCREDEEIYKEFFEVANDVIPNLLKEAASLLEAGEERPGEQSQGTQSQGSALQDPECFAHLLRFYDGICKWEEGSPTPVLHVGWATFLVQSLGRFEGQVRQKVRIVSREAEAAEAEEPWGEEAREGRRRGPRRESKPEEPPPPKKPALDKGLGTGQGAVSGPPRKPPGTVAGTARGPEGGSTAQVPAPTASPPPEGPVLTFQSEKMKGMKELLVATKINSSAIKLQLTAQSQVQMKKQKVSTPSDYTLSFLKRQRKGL
GALK inh: blocks human galactokinase activity | Potency, µM (series often up to 57.5 µM), inactives show at the top dose activity change, negative = inhibition, actives largely listed as inhibitors | AID 1868 | Purified GALK, Kinase-Glo residual ATP luminescence | P51570 | 0.007% of 270,000 active; note: potency is the fitted concentration of half-maximal effect; % is set by controls: 0 for no effect and ±100 for the full control effect
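Kinase-Glo Plus luminescence measured ATP left after a 1 h room-temperature reaction. The reaction used 5 nM GALK, 100 uM galactose and 35 uM ATP at pH 8.0 (20 mM HEPES, 5 mM MgCl2, 60 mM NaCl, 1 mM DTT, 0.01% BSA).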
S-ASM inh: inhibitors of human secretory acid sphingomyelinase; placental ASM, HMU-PC fluorogenic substrate, 60 min; Potency, µM (highest dose often 57.5 µM), for inactives: at the top dose activity change, negative = inhibition, hits mostly inhibitors; 0.006% of 340,000 active; AID 504937; note: potency is the fitted concentration of half-maximal effect
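Fluorescence read-out (Ex 386 nm, Em 447 nm) after stopping the reaction at pH 10. Enzyme: ASM from human placenta; substrate HMU-PC0, 9 uM final; 60 min, 37 °C. Compound preincubation 10 min, ambient temperature.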
Giardia killer: Giardia lamblia killing. Giardia lamblia trophozoite viability. activity change, % at 7.66 µM, hits read low. 0.15% of 340,000 active. AID 540267; in the data active = activity change below about -80%; inconclusive = between about -30% and that limit;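 note: parasites exposed to compound for two days anaerobically before the ATP read; % is set by controls: 0 for no effect and ±100 for the full control effect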
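ATP-content bioluminescence gauges trophozoite survival. Cells (100/well) receive compound and incubate anaerobically for 48 hrs at 37 deg C; detection reagent follows for 15-30 min at room temperature.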
TSG101-PTAP inh: blocks PTAP/TSG101 interaction to inhibit HIV-1 budding; Q99816; Fluorescence polarization, FITC-PTAP peptide / Tsg101 binding; Potency, µM (highest dose often 115 µM), without a hit: top-dose activity change, negative = inhibition, hits mostly inhibitors; 340,000 tested, under 10 active; AID 493005; active = well fitted inhibition curve with a large enough effect in the main read-out, with a control signal flat, not every such curve was filed as active; inconclusive = small, poorly fitted or top-dose-only effect, or effect the other way, or a change in a side signal; inactive = no such curve, though single readings can be large or run the other way; note: potency is the fitted concentration of half-maximal effect; % of control where 0% means no effect
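FP read-out: FITC-PTAP peptide, 50 nM final, binding Tsg101 binding domain, 10 uM final; 20 min, r.t.; 10 mM HEPES pH 7.5, 0.15 M NaCl, 0.01% Tween 20, 3 mM EDTA, 0.1 mM TCEP.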
PKM2 act: PKM2 (human) enzyme activation. P14618. purified PKM2, Kinase-Glo ATP luminescence, activation; response scale: 0% is enzyme alone, no compound. Potency, µM (series often up to 57.5 µM), inactives show at the highest dose activation, hits mostly activators. 0.34% of 260,000 active. AID 1631; note: potency is the fitted concentration of half-maximal effect; % is set by controls: 0 for no effect and ±100 for the full control effect; nearly all actives have a fitted effect of over 55% in size
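ATP formation by purified human PK-M2, quantified via coupled luciferase luminescence after 1 h at room temperature with 0.1 mM ADP and 0.5 mM PEP final.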
B2AR arrestin: beta2AR (human) beta-arrestin recruitment activity | 0.02% of 330,000 active | AID 492947 | beta-arrestin recruitment to beta2AR, cell-based reporter | P07550 | Potency, µM (titrated, usually from 46.1 µM), for inactives: top-dose activation, actives largely listed as activators;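 note: potency is the fitted concentration of half-maximal effect; 0% = DMSO controls and full agonism = EC100 isoproterenol or metaproterenol; nearly all actives have a fitted effect of over 65% in size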
Target sequence (P07550 whole entry, looked up): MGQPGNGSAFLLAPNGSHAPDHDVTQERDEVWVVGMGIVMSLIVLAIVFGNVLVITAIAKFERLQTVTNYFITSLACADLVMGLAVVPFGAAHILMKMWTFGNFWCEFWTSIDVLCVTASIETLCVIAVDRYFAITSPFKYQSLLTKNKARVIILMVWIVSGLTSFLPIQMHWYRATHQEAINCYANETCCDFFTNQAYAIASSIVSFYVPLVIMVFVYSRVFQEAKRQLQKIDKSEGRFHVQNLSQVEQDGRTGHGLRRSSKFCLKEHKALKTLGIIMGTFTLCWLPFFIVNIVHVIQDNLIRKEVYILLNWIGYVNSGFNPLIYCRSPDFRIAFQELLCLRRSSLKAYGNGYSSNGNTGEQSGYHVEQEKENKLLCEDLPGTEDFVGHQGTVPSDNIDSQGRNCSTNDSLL
* = called active by the depositor; [ ] = another dose, or the depositor's remark. Unless noted, calls come from the whole dose curve; as a rule, active = well fitted curve in the direction sought with a large enough effect; inconclusive = small, poorly fitted or top-dose-only effect, or another doubt; inactive = no such curve, though single readings can be large; an effect the other way counts as inactive or inconclusive.

For CCc1ccc2c(c1)CCCN2C(=O)c1ccccc1C(=O)O the results were a7 integrin act -26.5%, Tb PFK block 0.4%, Coupling enz -6.5, Chronic BCR inh inconclusive, Menin-MLL TR inh -2.7%, GALK inh -0.3%, S-ASM inh 3.1%, Giardia killer 8.7, TSG101-PTAP inh -7.4%, PKM2 act 3.5% and B2AR arrestin 0.0%.
`O=C(Nc1nnc(CCc2ccccc2)s1)c1ccc(F)cc1` gave a7 integrin act 38.1%, Tb PFK block -1.6%, Coupling enz 1.2, Chronic BCR inh 13.2%, Menin-MLL TR inh 20.4%, S-ASM inh 14.6%, Giardia killer -4.1, TSG101-PTAP inh -1.1%, PKM2 act -1.0% and B2AR arrestin -0.2%.
`CCn1c(Cc2ccc(OC)cc2)nnc1SCC(=O)NC1CC1` gave a7 integrin act -23.5%, Tb PFK block 1.6%, Chronic BCR inh 1.6%, GALK inh -8.2%, S-ASM inh 2.6%, Giardia killer 3.5, TSG101-PTAP inh -1.3%, PKM2 act -4.6% and B2AR arrestin 0.1%.
Screening O=[N+]([O-])c1ccc(C(O)CN2CCN(c3ccccc3)CC2)cc1 (stereo not given) returned a7 integrin act -31.3%, Tb PFK block 1.2%, Coupling enz -0.5, Chronic BCR inh -2.4%, Menin-MLL TR inh -8.4%, S-ASM inh 1.0%, Giardia killer -3.8, TSG101-PTAP inh -2.2% and B2AR arrestin 0.3%.
For CCOC(=O)c1oc2ccccc2c1NC(=O)c1cc(OC)cc(OC)c1 the results were a7 integrin act 21.2%, Tb PFK block -2.5%, Coupling enz 0.9, Chronic BCR inh -0.1%, Menin-MLL TR inh 11.5%, GALK inh 1.7%, S-ASM inh 6.1%, Giardia killer -5.4, TSG101-PTAP inh -3.4%, PKM2 act 2.3% and B2AR arrestin -0.2%.
COC(=O)c1ccc(OCC(=O)c2ccc(C)c(C)c2)cc1 was read as a7 integrin act 12.8%, Tb PFK block 0.0%, Coupling enz -0.9, Chronic BCR inh inconclusive, Menin-MLL TR inh 7.9%, GALK inh -7.7%, S-ASM inh 0.1%, Giardia killer -3.7, TSG101-PTAP inh 0.8%, PKM2 act 5.3% and B2AR arrestin -0.3%.
Screening CCc1c(C(=O)NNC(=S)NCC2CCCO2)csc1C (stereo not given) returned a7 integrin act 12.3%, Tb PFK block 2.3%, Coupling enz 2.8, Chronic BCR inh 3.1%, Menin-MLL TR inh 1.1%, GALK inh 0.3%, S-ASM inh 6.7%, Giardia killer -9.4, TSG101-PTAP inh -4.1%, PKM2 act 4.6% and B2AR arrestin -2.9%.
CC(C)(C)c1ccc(OCC(=O)NNC(=O)Cc2cccs2)cc1 was read as a7 integrin act 15.6%, Tb PFK block 1.0%, Coupling enz 3.6, Chronic BCR inh -12.0%, Menin-MLL TR inh -0.1%, GALK inh 2.3%, S-ASM inh -0.9%, Giardia killer -14.5, TSG101-PTAP inh -1.2%, PKM2 act -5.1% and B2AR arrestin -3.2%.
`Cn1nnnc1Sc1ncnc2scc(-c3ccc(C(F)(F)F)cc3)c12` gave Tb PFK block 0.3%, Chronic BCR inh inconclusive, S-ASM inh -0.6%, Giardia killer 5.8, TSG101-PTAP inh -4.4% and B2AR arrestin 0.0%.
`CCCCNc1c(NC(C)=O)c(=O)oc2ccccc12` gave a7 integrin act 14.5%, Tb PFK block 4.5%, Coupling enz 1.3, Chronic BCR inh -0.1%, Menin-MLL TR inh 8.9%, GALK inh -0.1%, S-ASM inh -0.7%, Giardia killer -4.5, TSG101-PTAP inh -1.4%, PKM2 act -1.9% and B2AR arrestin -0.7%.
CCC(c1nnc(SC(C)C(=O)NC2CC2)n1-c1ccc(OC)cc1)N(C)C (stereo not given) was read as a7 integrin act 15.1%, Tb PFK block 0.0%, Chronic BCR inh 3.1%, S-ASM inh 8.9%, Giardia killer -26.0, TSG101-PTAP inh -2.1% and B2AR arrestin -0.3%.
NC(=O)C1CCN(C(=O)c2ccc(Cl)c(S(=O)(=O)NCc3ccco3)c2)CC1 was read as a7 integrin act 10.5%, Tb PFK block -0.6%, Chronic BCR inh 1.6%, S-ASM inh -0.3%, Giardia killer -16.1, TSG101-PTAP inh -1.5% and B2AR arrestin 0.0%.
For Cc1cc(C)cc(NC(=S)N2CCC(NC(=O)c3ccco3)CC2)c1 the results were a7 integrin act 5.8%, Tb PFK block 0.1%, Coupling enz 0.6, Chronic BCR inh -9.1%, Menin-MLL TR inh -1.1%, GALK inh 13.8%, S-ASM inh -2.2%, Giardia killer 0.0, TSG101-PTAP inh -6.2%, PKM2 act 0.5% and B2AR arrestin 0.2%.
For COc1ccccc1-c1cn(C(C)(C)C)nc1C the results were a7 integrin act 0.0%, Tb PFK block -0.8%, Coupling enz -2.3, Chronic BCR inh 1.7%, Menin-MLL TR inh -8.9%, GALK inh -4.4%, S-ASM inh 0.0%, Giardia killer -10.1, TSG101-PTAP inh -4.7%, PKM2 act 7.9% and B2AR arrestin -0.3%.
For Cc1cccc(C)c1NC(=O)CNC(=O)CN1C(=O)NC2(CCc3ccccc32)C1=O (stereo not given) the results were a7 integrin act -18.4%, Tb PFK block -0.1%, Chronic BCR inh 0.6%, S-ASM inh 0.5%, Giardia killer -9.0, TSG101-PTAP inh -0.3% and B2AR arrestin -0.4%.
Screening Cc1cc(NC(=O)CSc2ccccn2)cc(NC(=O)CSc2ccccn2)c1 returned a7 integrin act -13.0%, Tb PFK block -0.9%, Coupling enz 3.1, Chronic BCR inh inconclusive, Menin-MLL TR inh -8.4%, GALK inh -2.1%, S-ASM inh -1.8%, Giardia killer 6.2, TSG101-PTAP inh 3.0% and B2AR arrestin -0.4%.
`CCCCC(=O)NCCNc1nc2c(c(=O)n(C)c(=O)n2C)n1Cc1ccc(F)cc1` gave a7 integrin act 4.6%, Tb PFK block 1.7%, Coupling enz 6.3, Chronic BCR inh 2.0%, Menin-MLL TR inh 3.9%, GALK inh 6.7%, S-ASM inh -7.4%, Giardia killer 7.4, TSG101-PTAP inh -3.0%, PKM2 act 17.5% and B2AR arrestin 0.0%.
For Cc1c(CCC(=O)O)c(=O)oc2c(C)c3occ(-c4ccc(Br)cc4)c3cc12 the results were a7 integrin act -18.6%, Tb PFK block 0.0%, Coupling enz -7.6, Chronic BCR inh -4.2%, Menin-MLL TR inh 26.6%, GALK inh -1.4%, S-ASM inh 76.4%[activator], Giardia killer -6.8, TSG101-PTAP inh -8.2% and B2AR arrestin -0.1%.
For Cc1cc(C(=O)NCC23CC4CC(CC(C4)C2)C3)c(C)o1 the results were Tb PFK block -1.5%, Coupling enz -0.9, Chronic BCR inh 1.4%, Menin-MLL TR inh inconclusive, GALK inh 4.0%, PKM2 act 12.4% and B2AR arrestin -0.4%.
`C=CCn1c(=O)c2ccccc2n2c(SCC(=O)NCc3cccs3)nnc12` gave a7 integrin act 24.8%, Tb PFK block -1.0%, Coupling enz 5.2, Chronic BCR inh 11.7%, Menin-MLL TR inh 6.0%, GALK inh 3.6%, S-ASM inh 0.4%, Giardia killer -8.1, TSG101-PTAP inh -3.4%, PKM2 act -3.0% and B2AR arrestin 0.0%.
O=C(CCN1CCCC1)Nc1ccccc1 was read as a7 integrin act -16.6%, Tb PFK block 0.2%, Coupling enz 0.9, Chronic BCR inh 2.0%, Menin-MLL TR inh 18.4%, GALK inh -1.7%, S-ASM inh 3.9%, Giardia killer -12.2, TSG101-PTAP inh -3.5%, PKM2 act -3.0% and B2AR arrestin 0.1%.
Screening CN(C)c1ncc(CN2CCC(CO)(CCCc3ccccc3)CC2)s1 returned a7 integrin act 14.6%, Tb PFK block -1.8%, Coupling enz 1.8, Chronic BCR inh -9.4%, GALK inh 6.0%, S-ASM inh -2.6%, Giardia killer 4.6, TSG101-PTAP inh -1.2%, PKM2 act -2.6% and B2AR arrestin 0.3%.
For Cc1ccc(NC(=O)N2CCC(C(=O)NCc3ccccc3)CC2)cc1 the results were a7 integrin act -3.4%, Tb PFK block 4.0%, Coupling enz 0.3, Chronic BCR inh inconclusive, Menin-MLL TR inh -0.3%, GALK inh 0.3%, S-ASM inh 1.3%, Giardia killer -3.4, TSG101-PTAP inh -2.2%, PKM2 act -6.6% and B2AR arrestin 0.3%.
For CC(C)[C@H](NC(=O)C1CCN(S(=O)(=O)c2ccccc2)CC1)C(=O)NCc1ccccn1 the results were a7 integrin act 32.9%, Tb PFK block 0.2%, Chronic BCR inh -0.8%, GALK inh -1.8%, S-ASM inh 3.6%, Giardia killer -8.9, TSG101-PTAP inh -3.0% and B2AR arrestin 0.2%.

These rows are one share of the data; rates above refer to the full screens.
